Nrf2 inh – Nrf2 qHTS screen for inhibitors; A549 ARE-Fluc reporter, luciferase luminescence, 18-24 h; Potency, µM (highest dose often 46 µM), for inactives: at the highest dose activity change, negative = inhibition, most hits filed as inhibitors; AID 504444, 2011; actives 2.1% (n = 360,000); further: potency means the concentration at half of the fitted maximal effect; on the % scale 0 is the no-effect control and ±100 the full control effect; nearly all actives have a fitted effect of over 60% in size
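Nrf2 activity is the BugLite luminescence, read 15 min after reagent at room temperature, following CellTiter-Fluor cytotoxicity readout (30 min, 37C). Compound titrations were applied for 18-24 h to 5000 A549 ARE_Fluc cells/well in 5% FBS OPTI-MEM.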
TGFb inhibitor – qHTS for Inhibitors of TGF-b; HepG2 CAGA-GFP TGF-b/SMAD3 reporter, GFP fluorescence, 18 h; TGF-beta stimulated, 500 pg/mL final; Potency, µM (series often up to 46.1 µM), without a hit: top-dose activity, negative = inhibition, hits mostly inhibitors; actives 1.2% (n = 410,000); AID 588855, 2011; further: potency means the concentration at half of the fitted maximal effect; on the % scale 0 is the no-effect control and ±100 the full control effect; nearly all actives have a fitted effect of over 65% in size
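Per well, imaged GFP fluorescence of HEPG2 CAGA-GFP cells gives the signal; cells get compound, then TGF-beta (500 pg/mL final), 18 h at 37 degrees C; %Activity versus -TGF-beta and +DMSO controls.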
Nrf2 activator – qHTS of Nrf2 Activators; AREc32 ARE-luciferase reporter (MCF7-derived line), luminescence, 24 h; Potency, µM (top dose mostly 46.1 µM), without a hit: top-dose activation, hits mostly activators; actives 0.31% (n = 410,000); further: potency means the concentration at half of the fitted maximal effect; % of control where 0% means no effect; nearly all actives have a fitted effect of over 65% in size
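ARE-driven firefly luciferase activity in AREc32 cells measured after a 24 hr compound exposure at 37 deg C, using Steady-Glo reagent and a 30 min room-temperature hold.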
IL2 activator – qHTS of IL-2 Activators | actives 0.065% (n = 360,000) | IL-2 activation reporter assay, cell-based qHTS; stimulated with anti-CD3/CD4/CD28 beads; in transgenic mouse T cells | AID 652025, 2013 | activation, % (series mostly up to about 46 µM); in the data active means activation above about 50%; inconclusive means mostly about 30% to 49%; further: 0% is about no effect
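Using fluorescent plate cytometry, EGFP and DsRed are detected in transgenic mouse T cells stimulated 18 h at 37 degrees C with antibody-coated beads after 60 min compound pretreatment.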
A549 tox – Nrf2 qHTS screen for inhibitors: counterscreen for cytotoxicity; AID 504648, 2011; actives 0.16% (n = 390,000); Potency, µM (doses to about 46 µM), for inactives: top-dose activity change, negative = cytotoxicity, usual class: inhibitors; A549 ARE-Fluc cells, CellTiter-Fluor viability, 18-24 h; further: potency means the concentration at half of the fitted maximal effect; on the % scale 0 is the no-effect control and ±100 the full control effect
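Cytotoxicity counterscreen: CellTiter-Fluor fluorescence was measured in A549 ARE_Fluc cells after 18-24 h of compound exposure in a concentration series. The subsequent BugLite luminescent read reports ARE-luciferase activity.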
EPAC2 agonist – qHTS for Agonist of cAMP-regulated guanine nucleotide exchange factor 4 (EPAC2): primary screen; Rap guanine nucleotide exchange factor 4 (Homo sapiens), Q8WZA2; EPAC2 activation, biochemical qHTS; response scale: 100% = 6.5 mM cAMP response; Potency, µM (doses to about 154 µM), for inactives: at the top dose activation, hits mostly activators; actives 0.079% (n = 360,000); AID 720711, 2013; further: potency means the concentration at half of the fitted maximal effect; nearly all actives have a fitted effect of over 50% in size
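Exchange assay: 100 nM EPAC2 with 250 nM Rap1B-BODIPY-GDP and 50 uM GDP. Fluorescence (ex 480/em 540 nm) read every 5 min for 30 min at room temperature. Data normalized to 6.5 mM cAMP as agonist control.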
HepG2 tox – qHTS for Inhibitors of TGF-b: Cytotox Counterscreen | HepG2 CAGA-GFP viability, ATP luminescence, 18 h | Potency, µM (titrated, usually from 46.1 µM), for inactives: at the top dose activity change, negative = cytotoxicity, usual class: cytotoxic | actives 0.76% (n = 410,000); further: potency means the concentration at half of the fitted maximal effect; some results filed as inactive show a strong effect at the top dose
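CellTiter-Glo luminescence gave cytotoxicity after 18 hours at 37 degrees C. The cells were HepG2 CAGA-GFP in 1% FBS DMEM, stimulated with 500 pg/mL TGF-beta after compound addition. %Activity was normalised to no-cell wells (complete cell-killing) and DMSO (no toxicity), and curves were fitted and classified.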
ATXN viability – Viability Counterscreen for Primary qHTS for Inhibitors of ATXN expression; S2 cells (HEK-293 line with an ATXN2-luciferase reporter) viability, CellTiter-Fluor protease fluorescence, 24 h; Potency, µM (doses to about 56.7 µM), usual class: cytotoxic; actives 0.49% (n = 400,000); AID 651635, 2014; further: potency means the concentration at half of the fitted maximal effect; nearly all actives have a fitted effect of over 40% in size
ATXN2 expr inh – Primary qHTS for Inhibitors of ATXN expression. Potency, µM (doses to about 57 µM), without a hit: at the highest dose activity change, negative = inhibition, usual class: inhibitors. HEK-293 ATXN2-luciferase reporter, luminescence, 24 h. actives 0.72% (n = 360,000). AID 1745845, 2022; further: potency means the concentration at half of the fitted maximal effect; on the % scale 0 is the no-effect control and ±100 the full control effect; nearly all actives have a fitted effect of over 55% in size
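qHTS (up to 57 uM final) was run with 24 h compound exposure of reporter cells at 37 °C. Each well was multiplexed: SteadyGlo luminescence measured ATXN2-luciferase expression after a fluorogenic Gly-Phe-AFC viability readout (25 uM final).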
Starred values were filed as active, the others as inactive; i = inactive; ? = inconclusive; / = no result given; & = joins results of further samples; [ ] = dose if it differs, or a comment. Unless noted, the call rests on the fitted dose curve; in most records, active means well fitted curve in the direction sought with a large enough effect; inconclusive means small, poorly fitted or top-dose-only effect, or another doubt; inactive means no such curve, though single readings can be large; an effect the other way counts as inactive or inconclusive.

SMILES	Nrf2 inh	TGFb inhibitor	Nrf2 activator	IL2 activator	A549 tox	EPAC2 agonist	HepG2 tox	ATXN viability	ATXN2 expr inh
Cc1cc2c(cc(C(=O)OC(C(=O)NCC3CCCO3)C(C)C)n2C)o1 (configuration not stated)	?	-2%	-0.6%	-2.4	-11%	6%	5%	?	-18%
Cc1ccc(S(=O)(=O)N2CCN(C(=O)c3ccccc3OCc3c(C)noc3C)CC2)cc1	3%	15%	0.4%	2.9	-11%	2%	-9%	i	-6%
CCOC(=O)NC(N(O)c1cccc(Cl)c1)C(Cl)(Cl)Cl (configuration not stated)	4%	-29%	14%	-0.3	-11%	11%	1%	i	-5%
COc1cccc(C(=O)N(Cc2sccc2C)C2CCS(=O)(=O)C2)c1 (configuration not stated)	13%	/	3.1%	/	-7%	/	-2%	/	/
CC(C1CC2CCC1C2)n1c(-c2cccs2)n[nH]c1=S (configuration not stated)	26%	-20%	-0.2%	0.3	-5%	3%	-9%	i	-7%
Cc1cccc(OCC(=O)N(Cc2cccc(Cl)c2)Cc2ccco2)c1C	-15%	/	0.5%	/	?	/	-40%	/	/
O=C(CSc1n[nH]c(-c2ccncc2)n1)Nc1ccccc1	0%	?	2.1%	1.1	12%	13%	-6%	i	-11%
COc1ccccc1OCCNC(=O)c1cc(F)c(F)cc1Cl	13%	-9%	7.5%	-0.1	9%	-2%	1%	i	0%
COc1ccc(C(=O)Nc2c(Cl)cc(Cl)cc2C(=O)NCc2ccco2)cc1	4%	9%	8.5%	1.9	-2%	-17%	4%	i	3%
COc1cc(C(=O)Nc2ccc(C)cn2)ccc1OCC(=O)N1CCOCC1	13%	0%	0.6%	0.3	-4%	7%	1%	i	3%
C=CCOc1cccn2c(N(C=O)Cc3ccc(OC)cc3)c(CC)nc12	/	-14%	0.5%	0.2	/	4%	-18%	i	-2%
CSC(=NC#N)N1CCN(c2c(C)cccc2C)CC1	-23%	-21%	21%	-1.1	11%	6%	-10%	i	?
CC(=O)Nc1ccc(SC[C@H](C)CN2CC[C@H](C(C)(C)C)CCC2=O)cc1	-21%	?	6.3%	-0.1	-2%	-12%	-26%&-38%	28µM*	?
CCn1nc(NS(=O)(=O)c2cccc3nonc23)c2cc3ccc(C)cc3nc21	-17%	3%	-0.1%	-1.1	-20%	0%	-2%	i	11%
CN1CCN(C(=O)c2ccccc2NC(=O)c2cccs2)CC1	23%	9%	0.1%	-2.0	0%	11%	1%	i	0%
O=C(Nc1ccc(C(=O)N2CCN(c3ccc(F)cc3)CC2)cc1)c1nsc2ccccc12	/	29%	0.7%	/	0%	/	-36%	i	69%[activator]
Cc1cccc(C)c1-n1nnnc1C1c2ccccc2C(=O)N1CCc1ccc(O)cc1 (configuration not stated)	/	/	3.4%	0.4	/	6%	/	i	9%
C[C@@H]1CCCCO[C@@H](CN(C)C(=O)Cc2ccccc2)[C@@H](C)CN([C@H](C)CO)C(=O)c2cc(N(C)C)ccc2O1	/	2%	-0.1%	-1.2	/	9%	-4%	i	4%
CN(C)C(=O)CCC(=O)N1CCCC(N2CCN(c3cccc(C(F)(F)F)c3)CC2)C1 (configuration not stated)	-19%	-1%	-0.1%	0.2	0%	2%	0%	i	-6%
COc1ccc(OC)c(NC(=O)Cn2c(=O)n(Cc3nc(C)no3)c(=O)c3ccccc32)c1	0%	3%	-1.2%	/	6%	/	0%	/	/

Reprinted at random: 4 records from the list.
SMILES	Nrf2 inh	TGFb inhibitor	Nrf2 activator	IL2 activator	A549 tox	EPAC2 agonist	HepG2 tox	ATXN viability	ATXN2 expr inh
CN1CCN(C(=O)c2ccccc2NC(=O)c2cccs2)CC1	23%	9%	0.1%	-2.0	0%	11%	1%	i	0%
CC(=O)Nc1ccc(SC[C@H](C)CN2CC[C@H](C(C)(C)C)CCC2=O)cc1	-21%	?	6.3%	-0.1	-2%	-12%	-26%&-38%	28µM*	?
COc1ccc(OC)c(NC(=O)Cn2c(=O)n(Cc3nc(C)no3)c(=O)c3ccccc32)c1	0%	3%	-1.2%	/	6%	/	0%	/	/
Cc1cccc(C)c1-n1nnnc1C1c2ccccc2C(=O)N1CCc1ccc(O)cc1 (configuration not stated)	/	/	3.4%	0.4	/	6%	/	i	9%

Further results follow.
SMILES	Nrf2 inh	TGFb inhibitor	Nrf2 activator	IL2 activator	A549 tox	EPAC2 agonist	HepG2 tox	ATXN viability	ATXN2 expr inh
CC1CCOC2(O1)C(=O)N(CN1CCN(c3cccc(Cl)c3)CC1)c1ccccc12 (configuration not stated)	-2%	20%	2.1%	-0.1	0%	1%	-23%	i	-11%
Cc1cccc(NC(=O)C2CCN(S(=O)(=O)c3ccc4c(c3)OCCO4)CC2)n1	?	-12%	3.7%	0.0	-11%	11%	36%	?	-12%
COC1C(CO)OC(n2c3c(Cl)cccc3c3c4c(c5c6cccc(Cl)c6[nH]c5c32)C(=O)NC4=O)C(O)C1O (configuration not stated)	?	?	3.0%	62*	?	-10%	-46%	?	?
S=c1nc(-c2ccccc2)n(CCN2CCOCC2)c2c1CCCC2	/	5%	13%	-2.1	1%	-7%	0%	i	15%
COc1ccc(NC(=O)COc2ccc3c(c2)OCO3)cc1	?	0%	0.4%	-0.6	0%	-8%	1%	i	-11%
Cc1ccc(CC(=O)N/N=C/c2ccc3c(c2)OCO3)cc1	17%	-1%	2.6%	-2.5	-1%	-3%	-3%	i	27%
O=C(c1cccc(C(F)(F)F)c1)C1CCCN(C(=O)c2cc(C3CC3)[nH]n2)C1 (configuration not stated)	?	-19%	2.2%	-1.4	1%	-2%	-8%	?	-20%
CC(=O)CSc1nc2c(c(=O)[nH]c(=O)n2C)n1Cc1ccccc1Cl	-6%	-8%	5.3%	1.6	6%	4%	-9%	i	11%
Cc1nn(C)cc1CN(C)S(=O)(=O)c1cccc([N+](=O)[O-])c1	-14%	-1%	0.2%	-0.5	0%	-1%	-2%	?	9%
COc1ccc2c(c1)CC(NC(=O)Nc1ccc(Br)c(C)c1)CO2 (configuration not stated)	/	3%	0.4%	/	-4%	/	2%	/	/
O=C(Cc1ccc(Cl)cc1)N/N=C/c1c(Cl)cccc1Cl	0%	-21%	-0.6%	-1.4	11%	-3%	14%	i	1%
O=S(=O)(c1cccc2cccnc12)N1CCN(Cc2ccccc2)CC1	1%	-1%	-0.4%	-2.8	0%	4%	16%	i	-3%
O=C(c1ncc[nH]1)c1ccco1	1%	0%	0.5%	-0.6	-12%	4%	-38%	i	5%
CC(C)CNS(=O)(=O)c1ccc(CCC(=O)O)cc1	3%	3%	-0.1%	1.1	6%	1%	-36%	i	1%
COc1ccc(CNC(=O)CN2C(=O)CSc3ccc(S(=O)(=O)N4CCOCC4)cc32)cc1	14%	9%	0.1%	-1.2	2%	-2%	6%	i	7%
COc1cc(C(=O)O)ccc1O	6%	-10%	-0.1%	-0.3	0%	6%	-15%	i	10%
Cc1ccc(-n2ncc3c(Nc4ccc5c(c4)OCCO5)ncnc32)cc1Cl	/	0%	0.6%	/	11%	/	-20%	i	2%
Cc1c(CCC(=O)N[C@@H](CC(C)C)C(=O)O)c(=O)oc2c(C)c3oc4c(c3cc12)CCCC4	?	2%	-1.0%	-0.4	-1%	8%	-13%	i	?
Cc1ccc(-n2c(CSc3nc(C)cc(C)n3)nnc2SCC(=O)NCc2ccco2)cc1	-7%	0%	0.2%	0.6	1%	6%	-14%	i	0%
c1cnn2c(-c3ccc4c(c3)CCO4)cnc2c1	/	-8%	0.1%	-0.2	/	19%	-35%	/	14%
NS(=O)(=O)c1ccc(NC(=O)Nc2ccc(C(F)(F)F)cc2)cc1	-28%	26%	1.5%	-0.3	-1%	4%	-38%	i	-7%
COC(=O)c1c(NC(=O)CCCOc2cccc(C)c2)sc2c1C(C(=O)OC)CC2 (configuration not stated)	10%	?	3.5%	/	3%	/	-8%	/	/
O=C(CCS(=O)(=O)c1cc2c3c(c1)CCN3C(=O)CC2)NCc1ccc(F)cc1	0%	7%	-0.2%	/	4%	/	-3%	i	4%
COc1ccc(C(=O)Nc2ccc3nc(N4CCC(C)CC4)cc(C)c3c2)cc1	5%[9.27 µM]	11%	-0.8%	/	-6%	/	-26%	i	-23%
N#Cc1nc(-c2ccccc2)oc1NCCCn1ccnc1	6%	-2%	0.0%	-1.9	0%	-9%	10%	i	4%[11.3 µM]
CC(C)C12CN3CC(C(C)C)(CN(C1)C3c1ccc3c(c1)OCO3)C2=O (configuration not stated)	2%	-4%	2.4%	-2.3	-5%	0%	-6%	i	2%
Cc1ccc(OCC(=O)Nc2cc(-c3cccc(C)c3)nn2-c2ccccc2)cc1	/	-2%	1.1%	/	9%	/	-18%	i	46%[activator]
CN(C)S(=O)(=O)c1ccc(N2CCCC2)c(C(=O)OCC(=O)NC2CCCCC2)c1	5%	5%	0.2%	1.6	8%	4%	-14%	i	4%
COc1ccc(-c2nnc(SCC(=O)NCc3ccccc3)nc2-c2ccc(OC)c(OC)c2)cc1OC	/	-48%	0.1%	/	-30%	/	6%	/	/
CCC(C(=O)OCC(=O)Nc1ccccc1-c1ccccc1)c1ccccc1 (configuration not stated)	0%	-27%	-1.0%	-0.7	9%	0%	0%	i	0%
COc1cc(OC)cc(C(=O)OCC(=O)c2cc(C)n(CC3CCCO3)c2C)c1 (configuration not stated)	-1%	0%	-0.4%	-0.5	-5%	27%	9%	i	14%
COC(CNC(=O)c1ccc(-n2c(=S)[nH]c3ccccc3c2=O)cc1)OC	-8%	2%	-0.5%	-0.3	0%	4%	2%	i	-7%

Source: PubChem BioAssay (National Center for Advancing Translational Sciences (NCATS))
